High-throughput results (PubChem BioAssay)
MsrA act = bovine MsrA enzyme activators, primary screen, biochemical, absorbance, HTS; AID 602163, 2012; 0.3% of 360,000 active; purified bovine MsrA, absorbance read-out; activation, % at 10.6 µM; Methionine sulfoxide reductase A (Bos taurus); in the data active = activation above about 7.5%;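 note: 0% = vehicle and 100% = reference activator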
FAS-TE inh = FAS thioesterase domain inhibitors, primary screen, biochemical, fluorescence intensity, uHTS. Fatty acid synthase (Homo sapiens), P49327. recombinant FAS-TE, OMFH fluorogenic substrate, fluorescence endpoint. inhibition, % at 15 µM. 0.67% of 360,000 active;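 active = compounds whose normalised, plate-corrected inhibition of enzyme fluorescence in the single-dose primary screen is 50% or more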;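 note: 0% = DMSO with enzyme and 100% = substrate without enzyme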
E coli Lon inh = inhibitors of E. coli Lon protease, primary screen, biochemical, fluorescence polarization | 0.42% of 360,000 active | purified E. coli Lon protease | inhibition, % at 7.94 µM; in the data active = inhibition above about 13%, passing the limit was not always enough;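 note: 0% = enzyme with probe and DMSO and 100% = no enzyme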
MT1-MMP act inh = blockers of MT1-MMP proenzyme processing, primary screen, HT1080 RFP-PRO-GFP cells, GFP/RFP fluorescence. Matrix metalloproteinase-14 (Homo sapiens), P50281. 0.061% of 360,000 active. GFP/RFP ratio change, % at 20 µM. GFP/RFP ratio fluorescence, overnight; percent of plate control window, DMSO zero;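 active = GFP/RFP ratio change of at least 30% with cell ATP level not reduced by more than half and red fluorescence within 50% of control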; note: strong numbers were not always called active
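Assay system – RFP-PRO-GFP reporter HT1080 cells · Compound dosing – single dose of 20 µM compound, 1% DMSO final · Incubation – overnight compound exposure at 37 °C · Measure – GFP/RFP fluorescence ratio · Benchmarks – DMSO wells and RFP-L50D-GFP cells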
Rin1-Abl PPI inh = inhibitors of Rin1-Abl protein binding, primary screen, biochemical, TR-FRET. Tyrosine-protein kinase ABL1 (Homo sapiens) + Ras and Rab interactor 1 (Homo sapiens), …. inhibition, % at 7.35 µM. 0.4% of 360,000 active; in the data active = inhibition above about 5%, passing the limit was not always enough
Neddylation inh = inhibitors of cullin neddylation, primary screen, biochemical, TR-FRET, uHTS, NAE and Ubc12; NEDD8-conjugating enzyme Ubc12 (Homo sapiens) + NEDD8-activating enzyme E1 regulatory …; calls only at 25 µM; AID 651699, 2012; 0.58% of 360,000 active; in the data active = inhibition above about 36%
Target sequence (P61081 whole entry, looked up): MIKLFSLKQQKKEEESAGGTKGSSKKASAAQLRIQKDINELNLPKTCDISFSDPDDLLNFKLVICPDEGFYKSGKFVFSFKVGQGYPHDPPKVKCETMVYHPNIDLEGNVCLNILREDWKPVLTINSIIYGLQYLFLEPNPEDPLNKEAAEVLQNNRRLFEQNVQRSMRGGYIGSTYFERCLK
Target sequence (Q13564 whole entry, looked up): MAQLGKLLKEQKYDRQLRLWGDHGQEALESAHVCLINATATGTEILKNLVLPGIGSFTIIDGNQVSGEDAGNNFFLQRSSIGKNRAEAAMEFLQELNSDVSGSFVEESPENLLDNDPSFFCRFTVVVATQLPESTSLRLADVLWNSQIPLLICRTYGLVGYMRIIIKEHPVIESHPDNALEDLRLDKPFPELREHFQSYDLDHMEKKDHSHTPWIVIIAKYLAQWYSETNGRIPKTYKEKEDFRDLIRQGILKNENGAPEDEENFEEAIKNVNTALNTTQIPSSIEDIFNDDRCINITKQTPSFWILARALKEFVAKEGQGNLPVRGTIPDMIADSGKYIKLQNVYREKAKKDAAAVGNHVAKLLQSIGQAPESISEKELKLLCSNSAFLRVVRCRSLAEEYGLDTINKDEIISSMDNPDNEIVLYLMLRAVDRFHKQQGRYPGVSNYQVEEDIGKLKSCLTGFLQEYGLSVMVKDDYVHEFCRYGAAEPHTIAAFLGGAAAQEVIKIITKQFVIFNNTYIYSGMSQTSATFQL
SKN-1 inh = suppressors of acrylamide-induced Pgst-4::GFP reporter in worms, primary screen, SKN-1 inhibitor project, whole organism, uHTS, GFP/RFP fluorescence ratio, strain VP596; C. elegans VP596 Pgst-4::GFP/RFP ratio, 24 h; 0.49% of 360,000 active; inhibition, % at 21.8 µM;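 active = interference check ratio from 0.5 to 1.5 plus GFP to RFP signal ratio inhibition reaching or exceeding a fixed threshold, cut at about 30% in these data, passing the limit was not always enough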; note: some compounds called inactive have numbers as strong as hits
MsrA inh = bovine MsrA enzyme inhibitors, primary screen, biochemical, absorbance, HTS; Methionine sulfoxide reductase A (Bos taurus); purified bovine MsrA, absorbance read-out; inhibition, % at 15.5 µM; 0.75% of 360,000 active; AID 651718, 2012; in the data active = inhibition above about 4.5%;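 note: 0% = vehicle wells with enzyme and 100% = reference inhibitor wells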
CendR NRP1 mod = modulators of CendR peptide binding to NRP-1, primary screen, biochemical, fluorescence polarization, uHTS; AID 602438, 2012; 0.85% of 360,000 active; inhibition, % at 25 µM; FAM-RPARPAR peptide binding to NRP-1; Neuropilin-1 (Homo sapiens), O14786;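 active = inhibition or corrected inhibition above about 18%, plus a signal ratio from 0.5 to 1.5, limit read from the data, passing the limit was not always enough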; note: strong numbers were not always called active
* = called active by the depositor; i = inactive; nt = no result given.

SMILES	MsrA act	FAS-TE inh	E coli Lon inh	MT1-MMP act inh	Rin1-Abl PPI inh	Neddylation inh	SKN-1 inh	MsrA inh	CendR NRP1 mod
CC(=O)NC(CC(=O)NC1CCCCC1)c1ccccc1 (stereo not drawn)	-5	-6	-6	0	2	i	1	-0.9	3
Cc1ccc(C)c(NC(=S)NNC(=O)c2ccco2)c1	2	-4	-2	2	-1	i	8	0.0	2
COc1ccccc1/C=N/n1c(C)nnc1-n1nc(C)cc1C	-1	-10	-1	2	-1	i	-7	1.1	4
CC(Oc1cccc(Cl)c1)C(=O)Nc1ccncc1 (stereo not drawn)	-5	-4	-4	3	4	i	-12	-1.9	8
COC(C(=O)Nc1ccnn1C1CCN(Cc2nccs2)CC1)c1ccccc1 (stereo not drawn)	0	-8	1	-1	1	i	10	0.1	-1
Fc1ccc2nc3c(nc2c1)CCCC3	0	-3	-6	0	0	i	21	0.6	-3
Cc1ccccc1C(=O)NC(=S)Nc1ccc(S(=O)(=O)N(C)c2ccccc2)cc1	-8	28	-7	6	-1	i	-5	3.3	0
CCNc1nc(NC(C)C)nc(N(C#N)CCOc2ccc(Cl)cc2Cl)n1	0	31	-3	-11	1	i	10	-0.4	-2
Cc1cc(C)n(CCCC(=O)O)n1	-9	-10	-1	2	3	i	2	0.8	-2
C=CCn1c(SCC(=O)Nc2ccc3c(c2)OCO3)nc2ccccc2c1=O	-3	11	4	0	2	i	11	0.5	1
O=C(O)CSc1nnc(-c2ccc(S(=O)(=O)N3CCCC3)cc2)n1Cc1ccco1	-3	-5	0	8	-3	i	-11	-0.8	4
C[C@H](NC(=O)c1nc[nH]c1C(=O)N(C)Cc1ccccc1)c1ccccc1	-7	-4	-6	9	1	i	-3	-0.6	-2
COc1cc2c(cc1OC)C(C(=O)Nc1ccccc1N1CCN(C)CC1)C1c3ccccc3CCN1C2=O (stereo not drawn)	-4	-3	-19	-16	0	i	3	0.2	-7
O=C(NCCc1ccccc1)c1cc(=O)[nH]c2ccccc12	-8	3	8	-3	3	i	0	0.4	4
O=C(NCc1ccccn1)c1n[nH]c2ccccc12	-4	-5	0	5	-1	i	-10	1.4	-1
COc1ccccc1C(=O)N/N=C(\C)CC(=O)Nc1ccccc1NC(C)=O	-5	-4	-13	-1	-1	i	5	1.5	-5
Cc1sc2ncn(CC(=O)NCC3COc4ccccc4O3)c(=O)c2c1S(=O)(=O)N1CCOCC1 (stereo not drawn)	-4	1	-2	0	2	i	3	0.5	12
CCOCCCN(C(=O)Cn1nnc(-c2ccc(C)o2)n1)C(C(=O)NCC1CCCO1)c1ccc(F)cc1 (stereo not drawn)	-2	-2	-3	3	-3	i	-1	-1.3	4
COc1cc(C(=O)NC(C)CCc2ccccc2)cc(OC)c1OC (stereo not drawn)	-4	-2	2	5	0	i	-2	-0.2	8
CCOc1ccc(CCNC(=O)COC(=O)c2cccnc2OCC)cc1OCC	-7	-6	9	6	4	i	-2	-0.1	-6
COC(=O)c1sccc1NC(=S)Nc1cc(OC)ccc1OC	-1	-5	6	2	-1	i	3	1.1	11
COC(=O)c1c(-c2ccc(F)cc2)csc1NC(=O)C1CCCO1 (stereo not drawn)	-4	17	-5	2	1	i	1	0.3	2
C/C(=N\NC(N)=S)c1ccccc1	-5	-9	-9	2	-3	i	-1	-0.2	5
CCOc1ccc(/C=N/NC(=O)c2ccccc2NC(=O)c2ccc(OC)cc2)cc1	-15	10	-8	-3	1	nt	0	1.5	0
Cc1cccc(Nc2nc(N)nc(CN3CCC(C(N)=O)CC3)n2)c1C	3	-2	1	-1	-6	i	-3	0.9	3
C(=C\c1ccccc1)/CN1CCN(C(c2ccnc3ccccc23)c2nnnn2C2CCCC2)CC1 (stereo not drawn)	-5	11	-11	0	0	i	15	3.4	-5
Cc1nc2ccccc2cc1OCc1ccc(Cl)cc1	-2	24	-5	0	-4	i	89*	0.9	-8
O=C(CC1Nc2ccccc2NC1=O)NCCCN1CCCCCC1 (stereo not drawn)	-1	-6	-1	0	-3	i	18	1.4	0
O=S(=O)(Cc1ccccc1)N1CCCCC1	1	-5	-3	-3	1	i	-7	0.2	4
CN1CCN(C2CN(Cc3cn(Cc4cccc(C(F)(F)F)c4)nn3)S(=O)(=O)C2)CC1 (stereo not drawn)	-3	-13	-5	4	nt	i	13	-0.8	12
c1coc(CNc2ncnc3c2oc2ccccc23)c1	-1	-5	-3	7	-2	i	13	0.1	-4
CC(C)n1c(=O)c2ccccc2n1CC(=O)N1CCOCC1	0	-13	-2	4	nt	nt	-1	-0.4	-12
O=C(Nc1nnc(-c2ccco2)o1)c1ccc(S(=O)(=O)N2CCCCC2)cc1	-3	-8	-6	nt	6	i	24	2.1	-10
CCc1ccc(/C=C/c2c([N+](=O)[O-])c(=O)n(C)c(=O)n2C)cc1	-11	9	-2	-13	1	i	-9	1.0	6
CC(C)CCN1CCN(Cc2ccsc2)CC1CCO (stereo not drawn)	-2	-5	-8	1	3	i	33	-0.2	-1
O=C(COc1ccc(F)cc1)N1CCC(c2ccccc2)C1 (stereo not drawn)	-11	2	7	nt	3	i	-6	-0.2	-2
O=C(N/N=C/c1ccc(OC(=O)c2cccc(Br)c2)cc1)c1cccnc1	-13	-3	-6	7	3	i	-10	-0.2	11
CC(C)CC(C(=O)OCC(=O)N1CCN(c2ccccc2)CC1)N1C(=O)c2ccccc2C1=O (stereo not drawn)	-1	26	-8	-2	3	i	10	0.9	1
CCNC(=O)Cn1c(=O)c2c(ncn2Cc2ccccc2)n(Cc2ccccc2)c1=O	-2	-12	2	3	-2	i	10	0.1	-9
COc1ccc(N(C(=O)Cn2nnc3ccccc32)C(C(=O)NC(C)(C)C)c2ccc(OC)c(O)c2)cc1 (stereo not drawn)	-8	-7	10	-1	1	i	-10	-1.5	3
O=C(C1CCC(CNc2c(N3CCCCC3)c(=O)c2=O)CC1)N1CCc2ccccc2C1 (stereo not drawn)	-8	8	-6	-1	-2	i	-5	0.0	-3
COc1cc(N2C(=O)NC3CC2(C)Oc2ccccc23)cc(OC)c1OC (stereo not drawn)	-4	-6	-7	1	3	i	1	0.5	0
CCCc1cc(=O)oc2cc3occ(C)c3cc12	-1	6	5	-3	0	nt	9	-0.2	-13
CCCCn1c(N)c(N(CCC(C)C)C(=O)COC(=O)c2cccnc2Cl)c(=O)[nH]c1=O	-13	-2	-6	nt	3	i	-8	-0.4	2
O=C1Nc2ccccc2CCc2ccccc21	0	-6	-4	0	1	i	4	-0.6	11

Another view of two compounds above.
The line under a structure holds: MsrA act, FAS-TE inh, E coli Lon inh, MT1-MMP act inh, Rin1-Abl PPI inh, Neddylation inh, SKN-1 inh, MsrA inh, CendR NRP1 mod
- CCNC(=O)Cn1c(=O)c2c(ncn2Cc2ccccc2)n(Cc2ccccc2)c1=O
 : -2, -12, 2, 3, -2, i, 10, 0.1, -9
- Cc1cc(C)n(CCCC(=O)O)n1
 : -9, -10, -1, 2, 3, i, 2, 0.8, -2

4 records picked at random from the list so far:
SMILES	MsrA act	FAS-TE inh	E coli Lon inh	MT1-MMP act inh	Rin1-Abl PPI inh	Neddylation inh	SKN-1 inh	MsrA inh	CendR NRP1 mod
O=C(COc1ccc(F)cc1)N1CCC(c2ccccc2)C1 (stereo not drawn)	-11	2	7	nt	3	i	-6	-0.2	-2
CCCc1cc(=O)oc2cc3occ(C)c3cc12	-1	6	5	-3	0	nt	9	-0.2	-13
CCCCn1c(N)c(N(CCC(C)C)C(=O)COC(=O)c2cccnc2Cl)c(=O)[nH]c1=O	-13	-2	-6	nt	3	i	-8	-0.4	2
O=C(C1CCC(CNc2c(N3CCCCC3)c(=O)c2=O)CC1)N1CCc2ccccc2C1 (stereo not drawn)	-8	8	-6	-1	-2	i	-5	0.0	-3

(more compounds)
SMILES	MsrA act	FAS-TE inh	E coli Lon inh	MT1-MMP act inh	Rin1-Abl PPI inh	Neddylation inh	SKN-1 inh	MsrA inh	CendR NRP1 mod
Cc1csc(NC(=O)C2C3C=CC(O3)C2C(=O)O)n1 (stereo not drawn)	-4	-10	-10	1	5	i	4	-0.2	3
CCCn1c(C2CCCN2c2nc(C)cs2)nc2cc(Cl)c(Cl)cc21 (stereo not drawn)	-8	20	-4	-1	1	i	-2	-0.6	2
Cn1/c(=N/N=C/c2ccc(Cl)c([N+](=O)[O-])c2)sc2ccccc21	-4	22	5	3	-5	i	16	-1.5	-3
CCc1ccc2[nH]c(=O)c(-c3ccccc3)c(O)c2c1	-3	-7	-6	0	-1	i	12	1.7	-6
CC(C)(C)c1ccc(C(=O)Nc2ccc(CC(=O)O)cc2)o1	-4	-4	-3	4	-3	i	4	-0.6	-11
COc1ccc(S(=O)(=O)NC2CC(C)(C)NC(C)(C)C2)c2ccccc12	-10	-6	4	-4	1	i	-17	-0.9	15
Cc1ccc(S(=O)(=O)NCC(=O)OCc2cc(=O)oc3cc(C)ccc23)cc1	0	4	3	-1	-2	i	4	0.9	5
O=C(NC(c1ccc(F)cc1)c1ccc2ccccc2n1)C1CCN(CCOc2ccc(Cl)cc2Cl)CC1 (stereo not drawn)	-2	15	-6	-2	0	i	-5	1.9	-4
O=C1C(Cc2ccccc2)Nc2ncnc(N3CCc4ccccc4C3)c2N1Cc1ccc(Cl)cc1 (stereo not drawn)	-5	55*	-19	-3	0	i	20	nt	1
COc1ccc(C(=O)Nn2c(CC(C)C)nc3cc(OC)c(OC)cc3c2=O)c(OC)c1	-1	7	-8	2	0	i	-9	1.8	-8
O=C(CN(c1cccc(C(F)(F)F)c1)S(=O)(=O)c1ccccc1)N1CCOCC1	-7	-10	-2	-7	2	i	-15	0.4	-9
Cc1ccc(C2(C(F)(F)F)NC(=O)N3N=C4CCCCCN4C3=C2C#N)cc1 (stereo not drawn)	-2	0	6	-2	-1	i	1	0.7	9
Cc1nc2c(sc3nc4c(cc32)COC(C)(C)C4)c(=O)n1CC(=O)NCc1ccco1	-2	-8	0	9	-1	i	3	nt	-22
Nc1nc(NCc2ccccc2)n(-c2ccccc2)n1	-1	-7	-3	-1	-2	i	6	-0.4	18
COc1ccc(CNCc2cn(-c3cccc(F)c3)nc2-c2ccc(C)o2)cc1	-7	-2	-5	-4	-3	i	7	1.3	-58
Cc1cc(Br)cn2c(CC(C)(C)C)c(C3CCCCC3)nc12	-10	20	-12	1	1	i	10	1.4	-4
Cc1ccc(N(C)S(=O)(=O)c2c(C)noc2/C=C/N(C)C)cc1	-3	11	-30	-9	4	i	12	1.5	-4
CC(=O)OCCN1C(=O)c2ccc(-c3nc4ccccc4c(=O)o3)cc2C1=O	-4	-2	-7	4	-4	i	0	1.1	-4
O=C(NCCc1ccccc1)C1CCCN(C(=O)Nc2ccc(F)cc2)C1 (stereo not drawn)	-4	-2	5	2	2	i	-16	-0.5	2
COC(=O)CNC(=O)COC(=O)c1ccc(Cl)nc1	0	-4	-1	4	-2	i	-1	0.4	4
Cc1ccc(N2CCN(C(=O)c3ccccc3Br)CC2)c(C)c1	-7	15	-12	3	-1	i	20	-0.6	1
CCN(CC(=O)Nc1ccc(NC(C)=O)cc1)C(=O)CSCC(=O)Nc1ccc(C)cc1	-3	-6	-12	2	-2	i	-10	0.4	4
O=C(Nc1ccc(Oc2cccnc2)cc1)C1CCN(Cc2ccccc2)CC1	-11	-3	-5	0	1	i	-5	-0.8	-3
O=S1(=O)C[C@H](N2CCN(CCO)CC2)[C@@H](COCc2ccccc2)N1	-2	-4	1	1	-2	i	-8	0.7	6
CSc1c(-c2ccccn2)c(N)nn1C(=O)C1CC1	-3	14	-9	-2	-1	i	-2	1.0	-8
